GPR35 antagonists – GPR35 antagonists blocking zaprinast-driven arrestin recruitment, primary screen, imaging, U2OS, beta-arrestin-GFP, zaprinast agonist (AID 2058); U2OS GPR35 beta-arrestin-GFP translocation imaging, zaprinast antagonism; higher % means a stronger effect; inhibition, % at 10 µM; hits with a dose series show IC50 in µM; 0.052% of 290,000 active;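 active = inhibition of at least 50% with at least 30 cells and total cytoplasm GFP at most 10,000,000; inconclusive = under 30 cells or total GFP of 10,000,000 plus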
AID2073 – disruptors of CaV2.2 binding to Mint1 – biochemical, HTRF (AID 2073) | HTRF protein-protein interaction, Mint1-CaV2.2; higher % means a stronger effect | inhibition, % at 20 µM; hits with a dose series show IC50 in µM | 0.19% of 290,000 active; in the data active = inhibition mostly above about 51%, no sharp cut-off; inconclusive = no clear call, values can overlap the other calls; inactive = mostly below about 53%; also: some results filed as inactive read as strong as hits
GPR55 activation – GPR55 agonists via beta-arrestin recruitment, primary screen, imaging, U2OS cells, beta-arrestin-GFP redistribution (AID 1961). U2OS GPR55 beta-arrestin-GFP redistribution imaging; higher % means a stronger effect. one-dose activation, % at 10 µM; EC50 in µM for titrated hits. 0.048% of 290,000 active;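 active = activation above 40% with more than 50 cells counted in the well; inconclusive = wells holding fewer than 50 cells, flagged as toxic or sparse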;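 also: U2OS osteosarcoma cells stably expressing GPR55 and beta-arrestin-GFP; plate controls were DMSO negative control for no effect and LPI positive control for full effect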
HIV peptide binding – cell-free HIV fusion peptide-binding blockers – biochemical, uHTS, fluorescence dequenching, primary screen (AID 1986); cell-free peptide binding, fluorescence dequenching, 30 min; higher % means a stronger effect; one-dose inhibition, % at 20 µM; IC50 in µM for titrated hits; 0.3% of 290,000 active; in the data active = inhibition mostly above about 52%, no sharp cut-off; inactive = mostly below about 76%; also: some results filed as inactive read as strong as hits
KOR beta-arrestin-1 – KOR antagonists, beta-arrestin recruitment, cell-based, luminescence, uHTS (AID 1778) | 0.091% of 290,000 active | inhibition, % at 10 µM, or IC50 in µM where a hit was titrated | KOR beta-arrestin recruitment, luminescence, antagonist mode; higher % means a stronger effect; in the data active = inhibition above about 50%; also: strong numbers were not always called active
GPR55 antagonists – inhibition of LPI-stimulated GPR55 beta-arrestin translocation – imaging, U2OS, beta-arrestin-GFP, LPI agonist, primary screen (AID 2013); U2OS GPR55 beta-arrestin-GFP translocation imaging, LPI antagonism; higher % means a stronger effect; 0.13% of 290,000 active; inhibition, % at 10 µM; hits with a dose series show IC50 in µM;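 active = spots per cell inhibited over 60%, with over 100 cells counted and total cytoplasm intensity under 500,000; inconclusive = wells with under 100 cells, flagged as likely toxic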;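 also: U2OS cells stably carrying GPR55 and arrestin-GFP stimulated by 5 µM LPI near EC80; imaged beta-arrestin-GFP aggregate spots per cell after agonist stimulation; plate controls were LPI-stimulated DMSO wells for no effect and DMSO wells without LPI for full effect; some results filed as inactive read as strong as hits; confirmed hits need IC50 under 10 µM and bright autofluorescent wells are also inconclusive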
NOD1 inhibition – inhibition of NOD1-driven NF-kB reporter – cell-based, luminescence, uHTS, primary screen (AID 1578). NOD1-driven NF-kB luciferase reporter cells, luminescence; higher % means a stronger effect. inhibition, % at 4 µM, or EC50 in µM where a hit was titrated. 1% of 290,000 active; in the data active = inhibition mostly above about 36%, no sharp cut-off; inactive = mostly below about 34%;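 also: HEK-293T reporter cells stimulated with the NOD1 agonist gamma-tri-DAP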
SIAH1 antagonists – Siah-1 peptide-binding antagonists, primary screen, biochemical, fluorescence polarization, rhodamine-plectin, uHTS (AID 1817); 0.02% of 290,000 active; displacement, % at 20 µM, or IC50 in µM where a hit was titrated; Siah-1 / rhodamine-plectin peptide fluorescence polarization; higher % means a stronger effect;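 active = displacement of at least 50% at 20 µM, with a fluorescence ratio check between 0.3 and a set limit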;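 also: plate controls were Siah plus tracer with DMSO for no effect and tracer alone without Siah for full effect; strong numbers were not always called active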
KOR beta-arrestin-2 – KOR agonists, beta-arrestin recruitment, primary screen, cell-based, luminescence, uHTS (AID 1777); KOR beta-arrestin recruitment, luminescence; higher % means a stronger effect; activation, % at 10 µM; hits with a dose series show EC50 in µM; 0.02% of 280,000 active; in the data active = activation above about 50%, passing the limit was not always enough; also: a part of the inactive calls stands beside numbers as strong as those of hits
* hit, by the source's call; ? = inconclusive; nt = no result given; [ ] = dose if it differs, or a comment.

Results follow in this order: GPR35 antagonists	AID2073	GPR55 activation	HIV peptide binding	KOR beta-arrestin-1	GPR55 antagonists	NOD1 inhibition	SIAH1 antagonists	KOR beta-arrestin-2
O=C(COC(=O)C1CCN(c2ccc(C(F)(F)F)cn2)CC1)Nc1ccc(Cl)cn1
  8%	3%	0.2%	4.6%	10%	15%	-18%	5%	-6.8%
COc1ccc(OCc2nnc(SCC(=O)O)n2N)cc1
  -1%	10%	0.1%	-1.8%	-58%	9%	nt	-2%	2.0%
O=C(c1ccc(C(=O)N2CCCc3ccccc32)nc1)N1CCCc2ccccc21
  14%	6%	-0.3%	-1.3%	46%	9%	0%	-1%	-2.6%
Cc1ccc(CCNC(=O)CCCn2nc(C)c3c(C)n(-c4ccc(C)cc4)nc3c2=O)cc1
  2%	-4%	-0.2%	0.0%	-6%	8%	-8%	-2%	-0.1%
O=C(Cn1c(=O)oc2cc(S(=O)(=O)N3CCCC3)ccc21)Nc1ccccc1Br
  3%	19%	-0.3%	-1.0%	14%	4%	-5%	3%	2.2%
O=C(Nc1cccnc1)c1cccc([N+](=O)[O-])c1
  3%	8%	0.4%	-0.9%	25%	10%	-1%	3%	-1.4%
CCOC(=O)c1ccc(NC(=O)N2CCN(C(=O)C3CCCO3)CC2)cc1 (configuration not stated)
  -7%	6%	1.0%	-0.3%	-6%[20 µM]	0%	-14%	-2%	-4.7%
CCOC(=O)/C(C#N)=C/c1cn(CCC(=O)O)nc1-c1ccccc1
  -19%	6%	0.6%	3.1%	23%	1%	-21%	0%	-2.7%
COc1cc(OC)cc(C(=O)OCCNC(=O)Cn2cnc3c2c(=O)n(C)c(=O)n3C)c1
  -3%	3%	-0.1%	-0.8%	nt	6%	-21%	8%	nt
Cc1cc(C)nc(/N=C2\NC(=O)CC(C(=O)O)N2c2ccc(C)c(C)c2)n1 (configuration not stated)
  1%	-2%	0.1%	0.7%	-12%[20 µM]	-4%	-17%	9%	-9.5%
CC(C)(C)c1ccc(NC(=S)NCCc2ccccn2)cc1
  -13%	-10%	-0.2%	-0.5%	-2%	-6%	2%	1%	4.2%
CCc1nnc(NS(=O)(=O)c2ccc(NC(=O)c3cccc(Br)c3)cc2)s1
  4%	12%	-0.1%	22%	5%	-25%	-12%	0%	-5.7%
Cn1cc2cc([N+](=O)[O-])ccc2n1
  -1%	-11%	0.0%	1.2%	-6%	-2%	-34%	4%	9.0%
O=C(c1cccc(F)c1)N1CCN(Cc2ccco2)CC1
  10%	-1%	-0.1%	-2.2%	10%	12%	-6%	6%	-3.5%
O=C(NC(=S)Nn1cnnc1)c1ccc(F)cc1Cl
  3%	-6%	-0.2%	-1.9%	-1%	1%	-22%	-1%	-2.4%

Entries of single compounds, quoted from the list.
O=C(c1cccc(F)c1)N1CCN(Cc2ccco2)CC1 as listed: GPR35 antagonists: 10%; AID2073: -1%; GPR55 activation: -0.1%; HIV peptide binding: -2.2%; KOR beta-arrestin-1: 10%; GPR55 antagonists: 12%; NOD1 inhibition: -6%; SIAH1 antagonists: 6%; KOR beta-arrestin-2: -3.5%
Cn1cc2cc([N+](=O)[O-])ccc2n1 as listed: GPR35 antagonists: -1%; AID2073: -11%; GPR55 activation: 0.0%; HIV peptide binding: 1.2%; KOR beta-arrestin-1: -6%; GPR55 antagonists: -2%; NOD1 inhibition: -34%; SIAH1 antagonists: 4%; KOR beta-arrestin-2: 9.0%

(further entries)
Results follow in this order: GPR35 antagonists	AID2073	GPR55 activation	HIV peptide binding	KOR beta-arrestin-1	GPR55 antagonists	NOD1 inhibition	SIAH1 antagonists	KOR beta-arrestin-2
Cc1nc(Cl)sc1C(=O)Nc1ccc(Cl)cc1
  0%	1%	-0.5%	-0.3%	-23%	13%	-29%	-2%	0.8%
CCOc1ccc(NC(=O)c2nn(C)cc2Br)cc1
  9%	0%	0.3%	1.1%	25%	10%	-18%	7%	-5.9%
COc1ccc(S(=O)(=O)NCC2CCCN(C(=O)c3occc3C)C2)cc1 (configuration not stated)
  11%	-7%	0.5%	-0.5%	8%	2%	2%	-3%	0.8%
Cn1c(Sc2ccc(C(F)(F)F)cc2[N+](=O)[O-])nnc1-c1ccccc1
  5%	-2%	0.3%	-0.9%	-9%	11%	-60%	2%	0.8%
COc1ccc(CNS(=O)(=O)c2c(C)[nH]c(C)c2C(=O)N2CCCCC2)cc1
  4%	0%	-0.1%	-0.1%	-33%	-7%	-29%	8%	0.1%
CC(=O)Nc1ccc(S(=O)(=O)NCc2ccccn2)cc1
  1%	-6%	1.4%	-0.4%	-7%	2%	-23%	6%	-3.4%
CCN(CC)S(=O)(=O)c1ccc(NCC2COc3ccccc3O2)c([N+](=O)[O-])c1 (configuration not stated)
  -4%	4%	-0.3%	-1.7%	15%	9%	-10%	0%	-2.2%
CCOC(=O)c1sc(/N=C/c2ccc(O)cc2O)cc1C
  16%	7%	-0.2%	8.9%	-15%	2%	-32%	1%	-1.1%
COC(=O)c1cnc(SCc2ccc(C)cc2)n1C
  -5%	4%	0.1%	1.8%	-17%	4%	-17%	9%	-7.7%
OCCNC(=S)Nc1ccc(Cl)c(Cl)c1
  -11%	-18%	-0.3%	1.3%	2%	10%	-18%	2%	10%
COc1cccc(/C=N/NC(=O)CN(C2=NS(=O)(=O)c3ccccc32)c2ccccc2)c1
  -16%	9%	0.1%	-0.1%	-11%	-6%	-19%	0%	9.1%
CCOC(=O)Cc1csc(NC(=O)c2ccc3ncsc3c2)n1
  -7%	1%	0.0%	0.8%	13%	12%	-55%	0%	-4.6%
CC(=O)Nc1nnc(SCC(=O)NCCOc2ccccc2)s1
  2%	-4%	-0.1%	-1.4%	28%	-6%	-12%	7%	-4.1%
NC(=O)c1cc(N2C(=O)C=CC2=O)ccc1Cl
  0%	47%	0.0%	3.8%	-1%	15%	44%	0%	-0.2%
CCOc1ccccc1NC(=O)CN1C(=O)C(C)SC(C)C1=O (configuration not stated)
  -9%	8%	0.3%	1.4%	31%	0%	-35%	8%	-0.7%

The list continues:
Results follow in this order: GPR35 antagonists	AID2073	GPR55 activation	HIV peptide binding	KOR beta-arrestin-1	GPR55 antagonists	NOD1 inhibition	SIAH1 antagonists	KOR beta-arrestin-2
CSC(=CC(=O)c1ccc(F)cc1)SC
  -7%	13%	0.2%	1.0%	-17%	0%	-18%	3%	1.9%
O=C(NCc1cccs1)C1CCCN(S(=O)(=O)c2cccc3cccnc23)C1 (configuration not stated)
  -7%	-5%	-0.1%	0.0%	12%	-4%	-23%	0%	2.8%
Cc1cc(NCc2cccnc2)nc(N)n1
  -9%	-4%	0.3%	1.3%	-10%	-2%	4%	10%	-0.2%
CCOC(=O)c1sc(NS(=O)(=O)c2ccccc2)nc1C
  8%	9%	0.2%	5.8%	-12%	-6%	9%	2%	4.3%
CCN1C(=O)C2(C(C(=O)c3ccc(C)o3)=C(O)C(=O)N2CCCN2CCOCC2)c2ccccc21 (configuration not stated)
  0%	2%	0.0%	3.1%	-6%	-15%	-3%	2%	2.7%
CC(C)(C)C(=O)COc1ccccc1[N+](=O)[O-]
  -7%	-13%	-0.3%	0.4%	-7%	0%	-29%	16%	-2.1%
Cc1nc2sccn2c(=O)c1CCN1CCC(=C(c2ccccc2)c2ccc(F)cc2)CC1
  -2%	2%	0.1%	-1.9%	-18%	33%	8%	21%	-2.1%
CCCN1CNC(=S)N(c2ccc(C(=O)OCC)cc2)C1
  -8%	-3%	0.2%	0.2%	-9%	-4%	-33%	8%	-0.7%
Cc1cc(C)c(S(=O)(=O)N2CCOC2CNC(=O)C(=O)NCCN2CCOCC2)c(C)c1 (configuration not stated)
  -3%	1%	0.0%	0.0%	-23%	-9%	-25%	2%	6.9%
Cc1oc2cc3oc(=O)c(CC(=O)O)c(C)c3cc2c1-c1ccccc1
  10%	21%	-0.1%	3.0%	-22%	-12%	5%	2%	-0.4%
C/C(N)=C(/C#N)C(=O)CSc1nc2ccccc2c(=O)n1-c1ccccc1C
  12%	-1%	-0.2%	-3.8%	7%	4%	6%	6%	-3.7%
O=[N+]([O-])c1ccc(Sc2nc3ccccc3o2)c([N+](=O)[O-])c1
  28%	-18%	0.2%	1.1%	27%	11%	37%	0%	-1.6%
CCOc1cc(N2CCOCC2)c(OCC)cc1NC(=O)CSc1nccc(C)n1
  11%	2%	-0.4%	2.0%	18%	6%	-28%	-6%	-6.6%
O=C(Nc1ccc(S(=O)(=O)NCC2CCCO2)cc1)c1ccccc1 (configuration not stated)
  4%	2%	0.6%	-1.3%	14%	5%	4%	-2%	nt
O=C(Nc1cccs1)Nc1c(F)c(F)cc(F)c1F
  6%	?	-0.2%	42%	12%	-2%	-3%	1%	-1.3%

Additional compounds
Results follow in this order: GPR35 antagonists	AID2073	GPR55 activation	HIV peptide binding	KOR beta-arrestin-1	GPR55 antagonists	NOD1 inhibition	SIAH1 antagonists	KOR beta-arrestin-2
O=C(CSc1n[nH]c(-c2ccccn2)n1)Nc1ccc(F)cc1
  9%	3%	-0.2%	-1.0%	-46%	-4%	-2%	0%	-0.2%
Cc1ccc(-c2nn3c(C)nnc3s2)cc1NC(=O)C(C)C
  15%	-4%	-0.1%	-2.1%	33%	8%	-1%	-8%	-6.7%
Cc1sc2nc(C3CC3)nc(SCC(=O)NCc3ccco3)c2c1C
  -8%	0%	0.1%	-0.1%	-13%	11%	-8%	-7%	-5.8%
O=C(CCN1CCOCC1)Nc1ccc2c(c1)N(C(=O)CN1CCOCC1)c1ccccc1CC2
  7%	3%	-0.2%	1.5%	14%	-8%	-19%	2%	2.2%
O=C(CCn1cccc1)Nc1ccc(OC(F)(F)F)cc1
  -1%	0%	0.0%	-0.9%	15%	-5%	-4%	-3%	-5.8%
Cc1cccc(-n2c(C)cc(/C=N\NC(=O)c3ccco3)c2C)c1
  -3%	5%	-0.1%	-1.0%	-19%[20 µM]	-3%	-49%	3%	-5.4%
CCOC(=O)c1c(NC(=O)CSc2nc3c(c(=O)n(C)c(=O)n3C)n2CC)sc(C)c1C
  4%	-6%	-0.1%	1.7%	6%	-1%	3%	0%	-2.1%
CCOC(=O)N1CCN(c2ccc(S(=O)(=O)N(Cc3ccccc3)Cc3ccccc3)cn2)CC1
  0%	6%	0.1%	-0.5%	-14%	6%	17%	4%	2.9%

Only HIV peptide binding, for some of the entries so far:
Structure | HIV peptide binding
CCOC(=O)c1c(NC(=O)CSc2nc3c(c(=O)n(C)c(=O)n3C)n2CC)sc(C)c1C | 1.7%
CCOC(=O)N1CCN(c2ccc(S(=O)(=O)N(Cc3ccccc3)Cc3ccccc3)cn2)CC1 | -0.5%

Only part of the results is shown. The share of hits here may be higher or lower than overall.
